PAX8 reporter: PAX8 transcriptional activity inhibition. 360,000 compounds, 1.2% hits. inhibition, % at 12.6 µM. RMG-I TPO-luciferase reporter, SteadyGlo, 24 h. AID 652154;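 active = mean replicate inhibition at least 60% with every replicate also reaching 60%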;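 note: luciferase light reporting Pax8 driven TPO promoter activity; plate controls were median of neutral control wells for no effect and mitoxantrone controls for full effect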
EWS-Fli block: EWS/Fli transcriptional activity inhibition; A673 NR0B1-luciferase reporter, viability-normalised; AID 651661; 350,000 compounds, 0.67% hits; inhibition, % at 12.6 µM;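 active = mean inhibition of at least 50% after viability correction, with every replicate also passing that limit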;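 note: firefly luciferase signal divided by Alamar Blue viability fluorescence both relative to DMSO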
ERAP1 HTS inh: blocks human ERAP1 aminopeptidase activity | Q9NZ08 | AID 652197 | 340,000 compounds, 0.15% hits | inhibition, % at 10.7 µM | recombinant ERAP1, Leu-AMC fluorescence, 60 min;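 active = mean replicate inhibition of at least 30%, or all replicates individually reaching that 30% level; inactive = mean below 30% and not every replicate reaching it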;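 note: 0% = neutral control wells and 100% = L-leucinethiol positive control wells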
Target sequence (Q9NZ08 whole entry, looked up): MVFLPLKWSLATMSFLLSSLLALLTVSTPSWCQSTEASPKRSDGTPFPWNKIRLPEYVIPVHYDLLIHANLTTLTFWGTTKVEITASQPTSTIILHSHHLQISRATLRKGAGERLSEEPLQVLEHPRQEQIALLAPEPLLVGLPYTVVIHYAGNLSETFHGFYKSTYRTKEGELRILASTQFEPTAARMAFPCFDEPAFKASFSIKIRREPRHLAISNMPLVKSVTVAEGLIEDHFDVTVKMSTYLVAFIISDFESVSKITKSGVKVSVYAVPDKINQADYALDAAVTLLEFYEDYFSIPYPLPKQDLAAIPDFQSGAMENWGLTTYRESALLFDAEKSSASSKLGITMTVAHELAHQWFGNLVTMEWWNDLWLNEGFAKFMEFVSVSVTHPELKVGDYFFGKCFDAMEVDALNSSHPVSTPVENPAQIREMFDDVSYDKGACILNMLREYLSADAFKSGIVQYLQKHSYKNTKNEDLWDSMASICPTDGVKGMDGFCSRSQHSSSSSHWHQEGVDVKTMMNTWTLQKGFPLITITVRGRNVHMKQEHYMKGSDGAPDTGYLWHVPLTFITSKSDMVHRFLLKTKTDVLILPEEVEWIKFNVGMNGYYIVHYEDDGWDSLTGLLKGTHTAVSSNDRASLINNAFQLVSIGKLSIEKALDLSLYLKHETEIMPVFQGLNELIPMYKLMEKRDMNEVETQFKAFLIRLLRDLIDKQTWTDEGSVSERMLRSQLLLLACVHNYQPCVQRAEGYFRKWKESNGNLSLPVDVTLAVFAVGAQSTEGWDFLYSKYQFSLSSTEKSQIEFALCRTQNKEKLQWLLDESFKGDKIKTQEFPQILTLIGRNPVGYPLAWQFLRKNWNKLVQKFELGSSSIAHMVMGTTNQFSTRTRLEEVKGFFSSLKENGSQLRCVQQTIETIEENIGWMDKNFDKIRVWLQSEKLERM
PglD DTNB: blocks C. jejuni PglD acetyltransferase activity | purified PglD enzyme, DTNB colorimetric CoA detection | inhibition, % at 12.5 µM | 360,000 compounds, 0.098% hits; in the data active = inhibition above about 16%, passing the limit was not always enough; note: strong numbers were not always called active
PGC1a acetyl inh: modulators of PGC1a acetylation | U2OS PGC1a acetylation, AlphaScreen anti-acetyl-lysine; with virally co-expressed GCN5 acetyltransferase | inhibition, % at 15.6 µM | 350,000 compounds, 0.17% hits | AID 651687;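 active = every replicate shows inhibition of at least 40%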;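 note: 0% = neutral control wells and 100% = positive control wells; some results beyond the cut were filed as inactive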
S100A4 inh HTS: inhibitors of human S100A4 binding to myosin IIA peptide; P26447; S100A4/TAMRA-MyoIIA peptide fluorescence polarization; inhibition, % at 10.7 µM; 360,000 compounds, 0.14% hits;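 active = mean inhibition of at least 70% across replicates, with every replicate also reaching that level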
Target sequence (P26447 whole entry, looked up): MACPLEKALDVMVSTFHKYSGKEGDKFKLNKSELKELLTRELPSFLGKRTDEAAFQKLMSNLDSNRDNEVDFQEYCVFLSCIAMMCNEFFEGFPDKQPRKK
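Material: S100A4 monomer (human). Medium: Calcium-containing HEPES buffer, pH 7.2. Probe or stimulus: labelled myosin peptide probe, 5 nM. Compound dosing: one concentration per compound. Timing: polarization read 5 min after assay mix addition, stable 5–60 min. Benchmarks: DMSO as neutral control, TFP as positive control.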
FN deposition inh: fibronectin deposition inhibition; inhibition, % at 12.6 µM; AH1F fibroblasts, Alexa488-fibronectin deposition fluorescence, overnight; 350,000 compounds, 0.086% hits; AID 743247;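 active = mean inhibition across replicates of 30% or more, regardless of how many single replicates reach that level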;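 note: positive control wells lacked labelled fibronectin entirely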
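Material: AH1F fibroblast monolayer depositing Alexa488-labelled fibronectin into matrix | Input: 10000 AH1F cells/well | Medium: DMEM plus 2% serum, read in PBS | Reagent: Alexa488-fibronectin, 24 nM final in well | Compound dosing: One dose per compound, pinned | Schedule: 1 h adhesion, overnight exposure | Measured by: Fluorescence at 485 nm excitation, 525 nm emission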
LGR2 antag: Drosophila LGR2 receptor signaling inhibition; AID 720647; 380,000 compounds, 0.35% hits; inhibition, % at 9.99 µM; HEK293 LGR2, CRE-luciferase, bursicon-stimulated, 4 h;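 active = drop in luminescence signal, shown as inhibition above about 50% in the replicate tests, limit read from the data, passing the limit was not always enough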;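 note: agonist challenge used bursicon conditioned medium at about half maximal strength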
Starred values were filed as active, the others as inactive; . = not tested or not shown; & = joins results of further samples; ! = a repeat was not active.

SMILES	PAX8 reporter	EWS-Fli block	ERAP1 HTS inh	PglD DTNB	PGC1a acetyl inh	S100A4 inh HTS	FN deposition inh	LGR2 antag
O=C(O)CCCCCCCCCCCc1ccccc1	.	1	.	1	-8	-2	.	.
O=C(OCC(=O)N1CCCC1=O)c1cccc([N+](=O)[O-])c1	-2	5	0	-18	3	0	-1	6
CC(C)(C)OC(=O)N1CCCC(C(=O)Nc2ccc(C(=O)N3CCCC3)cc2)C1 (stereo unspecified)	15	-5	-2	0	.	4	-3	-13
O=C(Nn1c(SCc2ccccc2F)nc2ccsc2c1=O)c1ccccc1	27	-10	-1	-4	.	-4	0	-2
OCC[C@H]1C[C@H](O)[C@@H](O)[C@@]2(CCc3ccccc3O2)O1	-8	-7	-2	6	5	0	-1	3
CCOc1ccc(NC(=O)CN(C)S(=O)(=O)c2cccc3cccnc23)cc1	9	.	-1	.	1	-2	-5	-3
c1ccc(N2CCN(Cc3nnnn3C3CCCCC3)CC2)cc1	.	.	2	-5	-21	2	1	-9
CC1CN(S(=O)(=O)c2cccc(C(=O)NCC(c3cccs3)N3CCOCC3)c2)CC(C)O1 (stereo unspecified)	8	9	4	-5	-3	-3	2	9
O=C(Cc1ccccn1)NCC[C@@H]1CC[C@H](NC(=O)c2ccccc2F)[C@H](CO)O1	-13	3	11	-1	2	-2	14	-1
O=C(NC1CCCC1)c1n[nH]c2ccccc12	-129	-77	0	-2	-19	-1	-16	-18
Nc1c(C(=O)NCc2ccco2)c2nc3ccccc3nc2n1CCc1ccccc1	-2	0	10	.	.	-7	4	16
COc1ccccc1-c1ccc2c(c1)O[C@@H](CN(C)S(=O)(=O)c1ccccc1)[C@@H](C)CN([C@H](C)CO)S2(=O)=O	-4	2	0	-1	-22	-1	-14	10
COCCNC(=O)C1CCCN(C(=O)c2ccc3ccccc3n2)CC1 (stereo unspecified)	-1	-2	-2	-8	.	-3	4	-4
COc1ccc(/C(C)=N/NC(=O)c2nnn(-c3nonc3N)c2CN(C)c2ccccc2)cc1	3	.	-3	4	-8	-9	-6	-3
O=C(Nc1nnc(S(=O)(=O)N2CCOCC2)s1)c1ccccc1Br	-12	4	2	-3	.	0	-1	-9
COc1ccc(N2CCN(c3nc4c(C)cccn4c(=O)c3/C=C(\C#N)C(N)=O)CC2)cc1	6	-4	-12	-1	1	0	15	-9
O=C(C[C@@H]1CC[C@H](NC(=O)Cc2ccccn2)[C@H](CO)O1)NCCCN1CCOCC1	-4	1	-3	1	4	0	8	3
O=C(COC(=O)/C=C/c1ccccc1Cl)NCc1ccco1	23	-1	2	.	.	-4	-3	2
CCC(=O)N(C)C[C@@H]1Oc2ncc(C#Cc3cccnc3)cc2C(=O)N([C@@H](C)CO)C[C@H]1C	-2	-6	12	10	2	4	.	0
CCOC(=O)C(=O)Nc1ccc2c(c1)OCO2	-13	.	.	-1	8	.	3	.

Limited to ERAP1 HTS inh, PAX8 reporter and S100A4 inh HTS, for 2 of the compounds above:
| canonical_smiles | ERAP1 HTS inh | PAX8 reporter | S100A4 inh HTS |
| --- | --- | --- | --- |
| COCCNC(=O)C1CCCN(C(=O)c2ccc3ccccc3n2)CC1 (stereo unspecified) | -2 | -1 | -3 |
| CC(C)(C)OC(=O)N1CCCC(C(=O)Nc2ccc(C(=O)N3CCCC3)cc2)C1 (stereo unspecified) | -2 | 15 | 4 |

Remaining list, next part:
SMILES	PAX8 reporter	EWS-Fli block	ERAP1 HTS inh	PglD DTNB	PGC1a acetyl inh	S100A4 inh HTS	FN deposition inh	LGR2 antag
c1ccc2c(c1)CCCN2c1nc2ccccc2n2cnnc12	34	-48	3	-3	6	-1	7	-11
COc1nn(C(C)C(=O)N2N=C(C(F)F)CC2(O)C(F)F)cc1[N+](=O)[O-] (stereo unspecified)	-3	.	.	-3	1	.	-5	.
O=C(C[C@H]1CC[C@@H](NC(=O)NC2CCCC2)[C@@H](CO)O1)NCc1ccc(F)cc1	-7	0	2	0	-5	14	.	-6
COc1ccc(NC(=O)Nc2ccc3c(c2)C(=O)N([C@H](C)CO)C[C@H](C)[C@@H](CN(C)Cc2ccc(Cl)c(Cl)c2)OCCCC[C@@H](C)O3)cc1	74*!	1&-6	-7&2	3&-2	-5&0	-1&-7	5	-1
Cc1ccccc1NC(=O)C1(C)Cc2ccccc2C(=O)O1 (stereo unspecified)	.	.	.	-4	2	-12	-5	7
Cc1ccc(NC(=O)C2CC2C)cc1S(=O)(=O)N1CCOCC1 (stereo unspecified)	-1	2	0	-1	-21	5	-3	-23
COc1ccc(S(=O)(=O)N(C)c2ccc(C(=O)Nc3cccnc3)cc2)cc1	-2	-5	1	0	-33	-1	4	5
Nc1ccccc1SCC(=O)Nc1cccc2ccccc12	6	8	-1	-3	0	-1	0	4
Cc1ccc(S(=O)(=O)N2CCCCC2)cc1C(=O)N1CCN(c2ccccn2)CC1	-2	1	0	1	.	-6	-5	.
NS(=O)(=O)c1ccc(CCNCC#Cc2ccccc2)cc1	-5	-10	-2	-5	1	-3	3	5
CCOc1ccc(C(=O)Nc2ccc(S(=O)(=O)Nc3nccc(C)n3)cc2)cc1OCC	15	4	4	-2	-2	-5	-1	12
CSc1ccccc1OCc1cc(C(=O)NC(C)c2cnn(C)c2)no1 (stereo unspecified)	-131	.	1	-3	.	-3	.	-37
CC(C)(C)[S@@](=O)N1Cc2cc(C(=O)NC3CCCCC3)nc(-c3cccc(Br)c3)c2[C@H]1CCO	11	17	1	6	.	-29	0	-4
Cc1nn(-c2ccccc2)c(C)c1-c1cc(C(=O)N/N=C/c2cccnc2)[nH]n1	11	13	0	.	.	5	-6	3
CC(=O)Nc1ccc(N(C(=O)c2cnccn2)C(C(=O)NC2CCCCC2)c2ccc(F)cc2)cc1 (stereo unspecified)	-8	-3	0	-3	-4	-5	3	-3
N#Cc1ccc(NC(=S)NC(=O)C2CC2)cc1	-3	-11	-3	0	.	-1	8	-12
Cc1cnc(NC(=O)C2CC(=O)N(c3ccc4c(c3)OCCO4)C2)s1 (stereo unspecified)	-19	-6	0	.	.	-3	-2	23
C[C@@H]1CN([C@H](C)CO)C(=O)c2cc(NC(=O)C3CC3)ccc2O[C@H]1CN(C)S(C)(=O)=O	-10	-2	0	36	1	5	.	0
C[C@@H]1CCCCO[C@@H](CN(C)S(=O)(=O)c2ccccc2)[C@@H](C)CN([C@H](C)CO)C(=O)c2cc(NC(=O)CCCN(C)C)ccc2O1	-16	-11	-2	0	1	0	-4	12
C[C@H]1CN([C@@H](C)CO)C(=O)c2cc(NC(=O)C3CCCCC3)ccc2O[C@H]1CN(C)C(=O)Nc1cccc2ccccc12	20	0	3	2	-4	-6	.	6
CCOC(=O)C(CC(=O)O)NCc1ccco1 (stereo unspecified)	7	7	-1	.	8	0	-5	5
O=C(NC(=S)N1CCN(c2ccc(F)cc2)CC1)c1cccs1	0	18	3	0	-11	11	-5	-3
CC=Cc1ccc2n(c1=O)C[C@@H]1[C@@H](CO)[C@H](C(=O)NCc3ccc4c(c3)OCO4)[C@H]2N1C(=O)CC (mixture of isomers)	-1	9	1	-2	.	0	.	0
CN1CCN(C(=O)C[C@H]2CC[C@@H]3[C@@H](COc4ccc(NC(=O)C5CCC5)cc4C(=O)N3C)O2)CC1	2	-10	-1	.	.	4	0	-1
COCCNC(=O)C[C@@H]1C=C[C@H](NC(=O)NC2CCCCC2)[C@@H](CO)O1	9	-3	0	2	3	10	.	3
COc1ccc(S(=O)(=O)Nc2ccc3c(c2)C(=O)N([C@@H](C)CO)C[C@@H](C)[C@@H](CN(C)C(=O)NC2CCCCC2)OCCCC[C@H](C)O3)cc1	-20	-27	1	3	-15	6	-8	-5
C[C@@H]1CN([C@@H](C)CO)C(=O)c2cc(C#Cc3ccc(F)cc3)cnc2O[C@@H]1CN(C)C(=O)Nc1ccc(F)cc1	.	-14	1	1	11	-32	.	.
CCC(=O)N(Cc1cc(=O)[nH]c2ccccc12)c1ccc(OC)cc1	6	3	1	5	6	-4	5	-11
CCOC(=O)N1C(=O)NC(=O)C1c1ccc(OC)cc1 (stereo unspecified)	4	-7	4	.	.	-6	.	15
CN(C)S(=O)(=O)c1cccc(NC(=O)COc2ccc3ccccc3c2)c1	5	-6	1	0	-4	-2	9	-7
N#C/C(=C(/O)CN1CCCCC1)c1nc(-c2ccc(Cl)cc2)cs1	.	.	0	2	-4	-5	.	1
O=C(Nc1cccc(C(F)(F)F)c1)Nc1nnc([C@H]2C[C@H](O)[C@@H](CO)O2)s1	-27	-20	-2	0	-15	-5	0	41
COc1ccccc1C(=O)NNC(=O)c1cccc(O)c1	-38	-9	1	-3	3	-2	0	39
Cn1ccc(-c2ccccc2)c(C#N)c1=O	8	-9	-1	-4	-5	9	-4	7
O=C(C[C@@H]1CC[C@@H](NC(=O)CC2CC2)[C@@H](CO)O1)NCc1ccc(-c2ccccc2)cc1	-6	-30	0	2	1	-3	-35	2
C[C@@H]1CN([C@H](C)CO)C(=O)c2cc(-c3ccncc3)cnc2O[C@H]1CN(C)C(=O)c1cccc(F)c1	.	-2	0	-30	-1	-2	.	11
CCC(=O)N1CCN(c2ccnc3cc(Cl)ccc23)CC1	-7	9	-2	.	.	3	5	5
NC(=O)Cc1nc(-c2ccccc2)cs1	-12	.	.	1	6	.	-4	-12

For convenience, 14 of the compounds above:
SMILES	PAX8 reporter	EWS-Fli block	ERAP1 HTS inh	PglD DTNB	PGC1a acetyl inh	S100A4 inh HTS	FN deposition inh	LGR2 antag
CCOC(=O)C(CC(=O)O)NCc1ccco1 (stereo unspecified)	7	7	-1	.	8	0	-5	5
O=C(NC(=S)N1CCN(c2ccc(F)cc2)CC1)c1cccs1	0	18	3	0	-11	11	-5	-3
CC=Cc1ccc2n(c1=O)C[C@@H]1[C@@H](CO)[C@H](C(=O)NCc3ccc4c(c3)OCO4)[C@H]2N1C(=O)CC (mixture of isomers)	-1	9	1	-2	.	0	.	0
CN1CCN(C(=O)C[C@H]2CC[C@@H]3[C@@H](COc4ccc(NC(=O)C5CCC5)cc4C(=O)N3C)O2)CC1	2	-10	-1	.	.	4	0	-1
COCCNC(=O)C[C@@H]1C=C[C@H](NC(=O)NC2CCCCC2)[C@@H](CO)O1	9	-3	0	2	3	10	.	3
COc1ccc(S(=O)(=O)Nc2ccc3c(c2)C(=O)N([C@@H](C)CO)C[C@@H](C)[C@@H](CN(C)C(=O)NC2CCCCC2)OCCCC[C@H](C)O3)cc1	-20	-27	1	3	-15	6	-8	-5
C[C@@H]1CN([C@@H](C)CO)C(=O)c2cc(C#Cc3ccc(F)cc3)cnc2O[C@@H]1CN(C)C(=O)Nc1ccc(F)cc1	.	-14	1	1	11	-32	.	.
CCC(=O)N(Cc1cc(=O)[nH]c2ccccc12)c1ccc(OC)cc1	6	3	1	5	6	-4	5	-11
CCOC(=O)N1C(=O)NC(=O)C1c1ccc(OC)cc1 (stereo unspecified)	4	-7	4	.	.	-6	.	15
CN(C)S(=O)(=O)c1cccc(NC(=O)COc2ccc3ccccc3c2)c1	5	-6	1	0	-4	-2	9	-7
N#C/C(=C(/O)CN1CCCCC1)c1nc(-c2ccc(Cl)cc2)cs1	.	.	0	2	-4	-5	.	1
O=C(Nc1cccc(C(F)(F)F)c1)Nc1nnc([C@H]2C[C@H](O)[C@@H](CO)O2)s1	-27	-20	-2	0	-15	-5	0	41
COc1ccccc1C(=O)NNC(=O)c1cccc(O)c1	-38	-9	1	-3	3	-2	0	39
Cn1ccc(-c2ccccc2)c(C#N)c1=O	8	-9	-1	-4	-5	9	-4	7

From PubChem BioAssay
